Compound activity: PubChem BioAssay, National Center for Advancing Translational Sciences (NCATS)
Pin1 inh – human Pin1 inhibition. Q13526. Pin1 FP peptide displacement, HiFluor488, 10 min. Potency, µM (series often up to 115 µM), for inactives: at the highest dose activity, negative = inhibition, hits mostly inhibitors. 390,000 compounds, 0.009% hits; active means well fitted inhibition curve with a large enough effect in the polarisation, with a control signal flat, not every such curve was filed as active; inconclusive means small, poorly fitted or top-dose-only effect, or effect the other way, or a change in a side signal; inactive means no such curve, though single readings can be large or run the other way; the % refers to the polarisation; further: potency means the concentration at half of the fitted maximal effect; on the % scale 0 is the no-effect control and ±100 the full control effect
Target sequence (Q13526 whole entry, looked up): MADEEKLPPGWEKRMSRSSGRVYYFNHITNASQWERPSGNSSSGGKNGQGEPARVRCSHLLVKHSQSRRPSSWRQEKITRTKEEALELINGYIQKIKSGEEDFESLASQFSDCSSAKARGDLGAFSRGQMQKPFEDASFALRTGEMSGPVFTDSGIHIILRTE
mIDH1 inhibitor – inhibitors of human mutant IDH1 R132H; O75874; IDH1-R132H enzyme, NADPH consumption, diaphorase/resazurin fluorescence; Potency, µM (highest dose often 76.6 µM), without a hit: top-dose activity change, negative = inhibition, hits mostly inhibitors; 390,000 compounds, 0.093% hits; AID 602179; further: potency means the concentration at half of the fitted maximal effect; on the % scale 0 is the no-effect control and ±100 the full control effect; nearly all actives have a fitted effect of over 65% in size
Target sequence (O75874 whole entry R132H, stated change not applied): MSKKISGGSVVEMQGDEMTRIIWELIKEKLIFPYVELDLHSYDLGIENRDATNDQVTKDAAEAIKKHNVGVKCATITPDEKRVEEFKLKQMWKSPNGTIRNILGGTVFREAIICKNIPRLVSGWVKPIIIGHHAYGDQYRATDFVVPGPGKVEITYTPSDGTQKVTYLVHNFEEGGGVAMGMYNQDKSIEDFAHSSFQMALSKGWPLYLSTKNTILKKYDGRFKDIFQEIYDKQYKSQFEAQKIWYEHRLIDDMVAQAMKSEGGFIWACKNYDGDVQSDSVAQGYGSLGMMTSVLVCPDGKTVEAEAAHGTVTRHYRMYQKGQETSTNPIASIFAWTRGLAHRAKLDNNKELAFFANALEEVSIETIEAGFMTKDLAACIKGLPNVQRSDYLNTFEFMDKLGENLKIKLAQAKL
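IDH1-R132H (0.5 ug/mL) preincubated 30 min with compound, then NADPH (0.016 mM) and alpha-KG (2 mM) added; 80 min at RT, pH 7.5. Remaining NADPH coupled via diaphorase/resazurin to fluorescence (540/590 nm); concentration-response curves normalized to no-enzyme control.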
D2 agonist – agonists of human D2 dopamine receptor; activation, % at 2 µM; 340,000 compounds, 0.53% hits; HEK293 T-REx D2 cells, calcium flux agonist mode; P14416; AID 485358;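 active means activation over 3 SD above normal in the single-dose calcium agonist read, cut at about 30% in these data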; further: 0% is about no effect
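Tetracycline-induced HEK293 Trex cells with D2 receptor force-coupled to calcium signaling, plated overnight at 30 C and loaded with no-wash calcium dye. Calcium flux read kinetically for 180 s after compound addition; responses flag agonists.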
TRHR enhancer – allosteric enhancers of human TRH receptor; AID 493056; 360,000 compounds, 0.66% hits; enhancement, % at 2 µM; TRHR cells, fluo-8 calcium fluorescence, EC20 TRH enhancement; P34981; in the data active means enhancement above about 30%; further: 0% is about no effect
Target sequence (P34981 whole entry, looked up): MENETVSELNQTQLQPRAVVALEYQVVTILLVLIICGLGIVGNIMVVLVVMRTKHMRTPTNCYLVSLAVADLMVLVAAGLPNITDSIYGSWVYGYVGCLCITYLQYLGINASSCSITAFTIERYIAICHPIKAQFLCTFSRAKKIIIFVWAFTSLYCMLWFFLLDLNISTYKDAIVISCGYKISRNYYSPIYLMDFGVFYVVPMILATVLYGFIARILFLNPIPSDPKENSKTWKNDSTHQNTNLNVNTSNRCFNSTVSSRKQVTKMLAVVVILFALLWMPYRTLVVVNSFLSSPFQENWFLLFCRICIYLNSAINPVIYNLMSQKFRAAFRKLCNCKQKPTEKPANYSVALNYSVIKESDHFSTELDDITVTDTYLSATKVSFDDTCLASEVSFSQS
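Enhancer read-out: after compound pinning and an initial kinetic agonist-mode read, an EC20 of TRH (10 nM final) was injected and fluo-8 calcium signal (Ex 480/Em 530) followed at 1 s/cycle for 100 cycles in TRHR-expressing cells.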
D2 antagonist – antagonists of human D2 dopamine receptor. P14416. HEK293 TREx D2 cells, calcium flux, dopamine EC80. 340,000 compounds, 2% hits. inhibition, % at 10 µM. AID 485344; in the data active means inhibition above about 30%; further: 0% is about no effect
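In this primary screen, negative modulation is detected by tracking calcium flux after an EC80 dopamine challenge in inducible HEK293 T-REx D2 cells preexposed to test compound for 180 s.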
TrxR1 substrate – is turned over as a substrate by rat TrxR1. O89049. purified TrxR1 substrate turnover, NADPH consumption readout. Potency, µM (series often up to 114 µM), for inactives: at the highest dose activity change, negative = substrate turnover. 390,000 compounds, 0.01% hits; further: potency means the concentration at half of the fitted maximal effect; on the % scale 0 is the no-effect control and ±100 the full control effect; nearly all actives have a fitted effect of over 50% in size
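Rat TrxR1, dispensed at 90 nM, was prereduced with 400 uM NADPH (final) for 5 min at ~22 deg C, then incubated with compound 15 min before 400 uM selenite. A first-read NADPH fluorescence drop versus no-compound background flagged substrates.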
TRHR ag – TRH receptor (human) agonism; TRHR cells, calcium flux fluo-8, FDSS agonist mode; 360,000 compounds, 0.18% hits; P34981; activation, % at 2 µM; in the data active means activation above about 30%; further: 0% is about no effect
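Steps: seed TRHR cells overnight; add fluo-8 no-wash Ca dye, RT 30 min–1.5 h; record 10 s baseline; pin-transfer compounds; monitor fluorescence 1 cycle/s for the agonist window. Calcium increases flag candidate agonists.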
USP1 inh – blocks the human USP1/UAF1 deubiquitinase complex; O94782; recombinant USP1/UAF1, Ub-Rhodamine cleavage fluorescence; Potency, µM (highest dose often 57.1 µM), inactives show top-dose activity change, negative = inhibition, most hits filed as inhibitors; 390,000 compounds, 0.23% hits; AID 743255; further: potency means the concentration at half of the fitted maximal effect; on the % scale 0 is the no-effect control and ±100 the full control effect; nearly all actives have a fitted effect of over 60% in size; inactives centre near -12
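High-throughput fluorogenic screen: 1nM USP1/UAF1 complex, Ub-Rho substrate 150nM final, 50mM HEPES pH 7.8 with 0.5mM EDTA, 0.1 mg/ml BSA, 1mM TCEP and 0.01% Tween-20.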
TrxR1 inh – inhibitors of rat thioredoxin reductase 1 | O89049 | recombinant rTrxR1, NADPH fluorescence consumption, selenite substrate | Potency, µM (series often up to 114 µM), for the others: at the highest dose activity change, negative = inhibition, most hits filed as inhibitors | 390,000 compounds, 1% hits | AID 588453; further: potency means the concentration at half of the fitted maximal effect; on the % scale 0 is the no-effect control and ±100 the full control effect; nearly all actives have a fitted effect of over 65% in size
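Rat TrxR1 (90 nM in the dispensed reagent) was pre-reduced with 400 uM NADPH for 5 min at room temperature, then incubated with compound for 15 min. After 400 uM selenite was added, NADPH fluorescence (Ex 340/Em 450 nm) was followed for 8 min.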
Starred values were filed as active, the others as inactive; ? = inconclusive; nt = not tested or not shown; [ ] = another dose, or the depositor's remark. Unless noted, the call rests on the fitted dose curve; in most records, active means well fitted inhibition curve with a large enough effect; inconclusive means small, poorly fitted or top-dose-only effect; inactive means no such curve, though single readings can be large or run the other way.

SMILES	Pin1 inh	mIDH1 inhibitor	D2 agonist	TRHR enhancer	D2 antagonist	TrxR1 substrate	TRHR ag	USP1 inh	TrxR1 inh
CN(C)c1ccc(C(=S)N2CCN(C(=S)Nc3cccc4ccccc34)CC2)cc1	-1%	-3%	1.2	-2	2	-11%	-1.4	-7%	3%[57.1 µM]
CCOC(=O)c1sc(NC(=O)CSc2nnc(-c3ccco3)n2CC)c(C(=O)OCC)c1C	3%	-1%	0.9	2	1	0%	-0.3	-8%	?
Cc1cccc(NC(=S)N(Cc2ccc(Cl)cc2)Cc2ccc(C(=O)O)cc2)c1	-16%	1%	-0.3	2	25	7%[57.1 µM]	-0.3	0%	3%[57.1 µM]
C=C(C)C(=O)Nc1cccc(C2=NOC3(C2)C[C@H](C(N)=O)N(C(=O)COc2ccc(Cl)cc2)C3)c1 (some centres not stated)	?	-1%	-0.5	6	35*	0%	-0.7	13%	10%
CC(Oc1cc2oc(=O)c3c(c2cc1Cl)CCC3)C(=O)NCc1cccnc1 (configuration not stated)	-7%	0%	0.0	0	8	47%[activator]	-0.2	-23%	-21%
CCCS(=O)(=O)N1CCCC(C(=O)NCCc2ccc(Cl)cc2)C1 (configuration not stated)	1%	5%	-1.0	-4	0	10%[57.1 µM]	0.1	0%	-1%[57.1 µM]
Nc1ccc2ncccc2c1N	?	0%	nt	9	nt	-1%	2.9	?	10%
O=C(CCc1nnc2n(Cc3ccc(Cl)cc3)c(=O)c3ccccc3n12)NCCCN1CCOCC1	-1%	-5%	-0.6	15	2	10%	1.4	-15%	25%
O=C1N/C(=C\c2ccsc2)C(=O)N1Cc1ccc(F)cc1	7%	3%	-0.4	-3	-1	-16%	0.1	-4%	-8%
Cc1ccc(C(=O)OCC(=O)Nc2cccc(Cl)c2C)c(O)c1	1%	0%	1.0	3	-7	4%	0.5	-10%	-1%
CCOC(=O)c1c(C)[nH]c(C(=O)OCc2ccc([N+](=O)[O-])cc2)c1C	2%	0%	nt	12	nt	-4%	1.2	-11%	7%
CCOc1cccc(-c2nnc3sc(-c4cc(OC)c(OC)c(OC)c4)nn23)c1	-1%	-4%	0.7	2	-4	-4%	0.3	-10%	-1%
CC(CCc1ccccc1)NC(=O)CSc1ccccn1 (configuration not stated)	-5%	-1%	-0.6	-5	3	-4%	-0.3	-11%	11%
COc1ccccc1NS(=O)(=O)c1cccc(C(=O)NCC(c2ccco2)N(C)C)c1 (configuration not stated)	-1%	4%	-0.1	-4	12	-9%	-0.1	-11%	-23%
CC(=O)Nc1ccc(NC(=O)CSc2ccc(-c3cccnc3)nn2)cc1	1%	5%	nt	-1	nt	-9%	-0.1	-2%	-9%
COc1ccc(N2CCN(Cc3cc4c(cc3O)CCC4)CC2)cc1	-12%	3%	-0.2	-1	30	15%	-0.2	-20%	17%
CCOCCCNc1c2c(nc3cc(-c4ccc(F)cc4)nn13)CCC2	-6%	1%	-0.3	-3	2	-5%	-0.1	-2%	-12%
Cc1ccc(CSC2=Nc3ccccc3C3=NC(CCC(=O)NCc4ccco4)C(=O)N23)cc1 (configuration not stated)	10%	-2%	0.2	4	12	1%	1.2	-11%	-33%
CC(C)C1C(c2ccccc2)NC(c2ccccc2)CC1(O)c1ccc(F)cc1 (configuration not stated)	-1%	-4%	-0.1	1	-11	-13%	0.4	-12%	-16%
CC(C)N(C(=O)[C@H]1C[C@H](CC(=O)NCc2ccco2)C(=O)N2CCc3c([nH]c4cc(-c5ccco5)ccc34)[C@]12C)C(C)C	45%[activator]	-10%	nt	nt	nt	13%	nt	-11%	-31%
Cc1cc(C)n(C(=O)c2c([N+](=O)[O-])c(C)nn2C)n1	-2%	13%	-0.9	6	-6	-10%	-1.3	-3%	-9%
O=C(CNC(=O)c1ccco1)OCc1ccccc1F	1%	-1%	nt	nt	nt	5%	nt	-1%	26%
COc1ccc(S(=O)(=O)NCc2cccs2)cc1	-1%	-4%	-0.5	-5	12	2%[57.1 µM]	-1.8	-9%	18%[57.1 µM]
CCC(=O)c1cn(CC(=O)OC)c2ccccc12	0%	0%	0.0	0	-36	-10%	0.1	-2%	-10%
O=C(NCCC1CCCCN1S(=O)(=O)c1ccccc1)C(=O)Nc1ccccc1 (configuration not stated)	2%	8%	0.2	-9	-4	-4%	0.1	-12%	0%
O=C(CSc1nc(-c2cccs2)nc2cc(=O)[nH]n12)Nc1ccccc1Cl	3%	5%	-0.9	13	nt	0%[57.1 µM]	-0.1	?	7%[57.1 µM]
COc1ccc(CCNC(=O)c2ccc3c(c2)N(Cc2cccc(Cl)c2)C(=O)c2ccccc2S3=O)cc1OC (configuration not stated)	15%	-16%	0.6	-3	nt	3%[57.1 µM]	0.0	-11%	30%[57.1 µM]
COc1ccc(C(=O)Nc2ccc(N(C)Cc3ccccc3)c(C(=O)O)c2)cc1	2%	-26%	-0.3	-3	nt	5%[57.1 µM]	-0.2	-16%	10%[57.1 µM]
Cc1cccc(C)c1NC(=O)CNC(=O)C(C)NC(C)c1ccccc1Br (configuration not stated)	-5%	1%	-0.9	-2	5	2%	-0.1	-14%	6%
O=C(Nc1nnc(C2CC2)s1)c1cc2c(s1)CCCCCC2	nt	nt	1.4	-8	-8	nt	0.0	nt	nt

Overlap with the part before: 4 entries, followed by the next part.
SMILES	Pin1 inh	mIDH1 inhibitor	D2 agonist	TRHR enhancer	D2 antagonist	TrxR1 substrate	TRHR ag	USP1 inh	TrxR1 inh
COc1ccc(CCNC(=O)c2ccc3c(c2)N(Cc2cccc(Cl)c2)C(=O)c2ccccc2S3=O)cc1OC (configuration not stated)	15%	-16%	0.6	-3	nt	3%[57.1 µM]	0.0	-11%	30%[57.1 µM]
COc1ccc(C(=O)Nc2ccc(N(C)Cc3ccccc3)c(C(=O)O)c2)cc1	2%	-26%	-0.3	-3	nt	5%[57.1 µM]	-0.2	-16%	10%[57.1 µM]
Cc1cccc(C)c1NC(=O)CNC(=O)C(C)NC(C)c1ccccc1Br (configuration not stated)	-5%	1%	-0.9	-2	5	2%	-0.1	-14%	6%
O=C(Nc1nnc(C2CC2)s1)c1cc2c(s1)CCCCCC2	nt	nt	1.4	-8	-8	nt	0.0	nt	nt
O=C(CSc1cn(CCNC(=O)c2c(F)cccc2F)c2ccccc12)Nc1ccccc1F	-2%	-14%	0.6	-6	nt	2%	-1.6	-28%	7%
CCOc1ccc(NC(=O)NCc2ccc3c(c2)OCO3)cc1	2%	-5%	-1.0	1	-23	-5%	-0.3	-22%	7%
COc1ccccc1NC(=O)C1=C(C)Nc2nnnn2C1c1cccc(C)c1 (configuration not stated)	-3%	0%	0.5	4	3	10%[57.1 µM]	1.0	-12%	38%
O=C(Nc1ccc(F)cc1)c1cc(-c2ccccc2)no1	-6%	-8%	7.0	-2	16	-4%	-0.2	-22%	2%
Cc1ccc(C2=NNC(=O)C(c3ccc(Cl)cc3)C2)cc1 (configuration not stated)	1%	5%	-0.9	-1	-7	-7%	-0.7	-11%	9%[57.1 µM]
CCOc1ccc(C(=O)c2c(N)c(-c3nc(-c4ccc(OCC)cc4)cs3)c3ccccn23)cc1	-6%	nt	-0.7	3	nt	-2%	0.7	0%	0%
S=c1nc(-c2ccco2)[nH][nH]1	-3%	5%	0.3	4	11	-6%	0.1	-10%	-29%
COc1ccc(C(C)C)cc1S(=O)(=O)N1CCC(C(=O)NCc2cccnc2)CC1	-6%	-3%	0.5	0	9	4%[57.1 µM]	0.0	2%	13%
Nc1ccc(OCc2ccco2)cc1	-2%	-2%	0.9	1	7	-2%	0.1	-24%	1%
COC(=O)CSc1nc2ccc(NC(=O)c3ccccc3C(=O)N3CCOCC3)cc2s1	-1%	6%	-2.2	5	-2	-6%	-0.1	-1%	-16%
O=C(O)C1CCCCC1C(=O)NCCCc1ccccc1 (configuration not stated)	-7%	1%	-1.2	13	-18	14%[57.1 µM]	0.3	-25%	20%[57.1 µM]
O=C(O)c1ccccc1NS(=O)(=O)c1ccc(NN=Cc2cccc(Cl)c2)c([N+](=O)[O-])c1	nt	?	nt	nt	nt	4%[11.4 µM]	nt	?	-1%[11.4 µM]
O=C(N/N=C/C1CC=CCC1)c1cc2ccccc2cc1O (configuration not stated)	?	-1%	1.0	-5	-2	5%[57.1 µM]	1.3	-7%	-17%[57.1 µM]
CCn1c(=O)cc(NC2=NCC(C)CN2c2cccc(Cl)c2)n(C)c1=O (configuration not stated)	-3%	3%	0.2	-3	-3	-9%	0.7	-6%	-12%
COc1cccc(CN2CCNC(=O)C2CC(=O)NCCOc2cccnc2)c1OC (configuration not stated)	-17%	9%	1.2	6	-25	2%	-2.5	-16%	-3%
O=C(CCN1C(=O)c2ccccc2C1=O)Oc1ccc2ccccc2c1	4%	-4%	0.8	0	-32	-2%[57.1 µM]	0.4	1%	6%[57.1 µM]
O=C(CSc1nnc(-c2ccco2)n1Cc1ccccc1)OC1CCCCC1	9%	-3%	-1.8	-7	-6	8%	0.9	-26%	-4%[57.1 µM]
COc1cccc(CNC(=O)CCC(=O)n2ncc3cc(C)ccc32)c1OC	0%	13%	-0.2	0	0	-7%[57.1 µM]	0.5	-22%	9%[57.1 µM]
O=C(NCC1CCCO1)c1ccc2c(c1)S(=O)(=O)c1ccccc1C2=O (configuration not stated)	-3%	17%	nt	nt	nt	1%[57.1 µM]	nt	-13%	4%[57.1 µM]
CCOP(=O)(OCC)C(Nc1ccccc1)c1ccco1 (configuration not stated)	-2%	6%	0.8	3	-12	-1%	-0.6	3%	19%
CC1CCCCC1NC(=S)NC(=O)c1sc2ccccc2c1Cl (configuration not stated)	-4%	0%	0.7	-5	9	8%[57.1 µM]	1.0	-7%	7%[57.1 µM]

Not all compounds are listed. The share of hits here may be higher or lower than overall.
